Screens: PubChem, National Center for Advancing Translational Sciences (NCATS)
BLM helicase inh – Bloom syndrome helicase (human) inhibition | P54132 | recombinant BLM DNA unwinding, fluorescence dequenching | actives 0.2% (n = 350,000) | Potency, µM (titrated, usually from 56.1 µM), for inactives: at the highest dose activity change, negative = inhibition, actives largely listed as inhibitors;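 also: potency is read from the fitted curve at half-maximal effect; plate controls were vehicle for no effect and no enzyme for full effect; nearly all actives have a fitted effect of over 35% in size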
Anesthetic bind – binds horse apoferritin like a general anesthetic; apoferritin/1-aminoanthracene competitive binding, fluorescence; P02791; Potency, µM (top dose mostly 77.5 µM), for the others: at the highest dose activity change, negative = displacement, most hits filed as inhibitors; AID 485281; actives 0.074% (n = 350,000); also: potency is read from the fitted curve at half-maximal effect; % is scaled to controls: 0 for no effect and ±100 for the full control effect; nearly all actives have a fitted effect of over 20% in size
Target sequence (P02791 2-175 limits assumed): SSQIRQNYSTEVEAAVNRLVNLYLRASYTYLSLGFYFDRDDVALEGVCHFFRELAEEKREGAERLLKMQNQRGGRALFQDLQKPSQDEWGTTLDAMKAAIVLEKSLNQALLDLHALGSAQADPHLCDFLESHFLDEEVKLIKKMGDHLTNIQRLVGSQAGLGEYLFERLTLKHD
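10 uM apoferritin + 50% sat. 1-AMA, PBS; cpd 10 min RT; Ex380/Em535 endpoint; normalized to free probe vs complex; 4-param Hill fit; propofol titration as pos. ctrl.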
Glioma ERSR ind – induces the endoplasmic reticulum stress response in human glioma cells | U87-MG GRP78 promoter luciferase reporter, 16 h | AID 602332 | actives 0.02% (n = 420,000) | Potency, µM, inactives show at the top dose activation, usual class: activators; also: potency is read from the fitted curve at half-maximal effect; series mostly up to about 76 µM; % of control where 0% means no effect; nearly all actives have a fitted effect of over 35% in size
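Stably transfected U87-MG glioma cells carrying a GRP78-based luciferase sensor; 16 h compound incubation. Luminescence end-point read 10 min after Bright-Glo addition at room temperature.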
POLH inh – blocks human DNA polymerase eta activity | Q9Y253 | recombinant Pol eta, fluorescent DNA replication assay | Potency, µM (series often up to 114 µM), for the others: at the highest dose activity change, negative = inhibition, hits mostly inhibitors | actives 1.2% (n = 390,000) | AID 588591; also: potency is read from the fitted curve at half-maximal effect; % is scaled to controls: 0 for no effect and ±100 for the full control effect
Target sequence (Q9Y253 whole entry, looked up): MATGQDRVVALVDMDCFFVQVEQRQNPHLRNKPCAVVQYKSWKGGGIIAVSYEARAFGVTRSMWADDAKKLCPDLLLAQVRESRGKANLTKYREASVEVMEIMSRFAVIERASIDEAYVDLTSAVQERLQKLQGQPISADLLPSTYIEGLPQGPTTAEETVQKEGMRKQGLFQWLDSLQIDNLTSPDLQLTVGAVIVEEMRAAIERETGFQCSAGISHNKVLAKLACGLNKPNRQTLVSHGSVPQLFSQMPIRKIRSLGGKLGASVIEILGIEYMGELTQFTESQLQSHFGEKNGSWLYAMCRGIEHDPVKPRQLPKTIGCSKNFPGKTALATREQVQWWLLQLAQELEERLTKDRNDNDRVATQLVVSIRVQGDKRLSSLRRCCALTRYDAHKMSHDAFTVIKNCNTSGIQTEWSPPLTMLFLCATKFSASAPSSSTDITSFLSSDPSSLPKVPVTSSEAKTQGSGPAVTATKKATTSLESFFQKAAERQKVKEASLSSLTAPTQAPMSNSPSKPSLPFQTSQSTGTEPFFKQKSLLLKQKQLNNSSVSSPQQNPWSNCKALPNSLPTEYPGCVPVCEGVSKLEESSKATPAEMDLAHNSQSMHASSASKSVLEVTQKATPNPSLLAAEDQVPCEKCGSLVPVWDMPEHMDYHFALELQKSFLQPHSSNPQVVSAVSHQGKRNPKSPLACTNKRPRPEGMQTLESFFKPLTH
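Fluorescent replication assay: 50 nM final substrate added after a 15 min room-temperature compound preincubation with 10 nM enzyme. Signal taken at 0 min and again at 10 min.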
POLK inh – inhibitors of human DNA polymerase kappa; actives 0.53% (n = 400,000); Q9UBT6; Potency, µM (top dose mostly 107 µM), for the others: at the highest dose activity, negative = inhibition, actives largely listed as inhibitors; purified Pol kappa, fluorescent DNA synthesis assay, 10 min; also: potency is read from the fitted curve at half-maximal effect; % is scaled to controls: 0 for no effect and ±100 for the full control effect
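Pol kappa 10 nM + cpd, 15 min RT; start w/ substrate 50 nM final; fluorescence kinetic read, 0 and 10 min. Neg ctrl: buffer, no enzyme.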
Pol beta inh – inhibitors of human DNA polymerase beta; P06746; Pol beta primer extension/strand displacement, fluorescence kinetic; Potency, µM (doses to about 114 µM), for inactives: at the top dose activity change, negative = inhibition, hits mostly inhibitors; actives 1.3% (n = 340,000); AID 485314; also: potency is read from the fitted curve at half-maximal effect; % is scaled to controls: 0 for no effect and ±100 for the full control effect
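Human Pol beta at 10 nM; strand-displacement substrate 50 nM final. Compound exposure 15 min at room temperature before start, reaction 10 min at room temperature.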
LDHA block – blocks human lactate dehydrogenase A. P00338. purified LDHA, NADH/diaphorase-resazurin fluorescence; active compounds read low. activity change, % (values are at about 110 or 230 µM). actives 0.15% (n = 480,000). AID 1347041; in the data active = activity change below about -30%; inconclusive = mostly about -25% to -30%;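 also: plate controls were DMSO wells for no effect and wells without enzyme for full effect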
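Human LDH5 (2 nM) was incubated with 0.06 mM NADH and 0.2 mM pyruvate for 5 min at room temperature in Tris pH 7.4. Remaining NADH was coupled through diaphorase/resazurin, and resorufin fluorescence was read at 0 and 20 min.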
APEX1 inh – inhibitors of human APE1 endonuclease; actives 0.35% (n = 350,000); recombinant APE1, TAMRA/BHQ-2 abasic DNA cleavage fluorescence; Potency, µM (titrated, usually from 65.8 µM), for the others: at the highest dose activity change, negative = inhibition, most hits filed as inhibitors; P27695;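 also: potency is read from the fitted curve at half-maximal effect; plate controls were vehicle for no effect and reference inhibitor for full effect; nearly all actives have a fitted effect of over 55% in size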
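Incision of a quenched TAMRA/BHQ-2 THF abasic-site duplex (50 nM) by 0.75 nM APE1, after 15 min compound preincubation, measured as fluorescence increase over three 60 s reads. Values normalized to buffer, DMSO and NSC13755 control wells.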
Pol iota inh – DNA polymerase iota (human) inhibition; Q9UNA4; Pol iota fluorescent replication assay, 10 min; Potency, µM (titrated, usually from 115 µM), for the others: at the highest dose activity, negative = inhibition, most hits filed as inhibitors; actives 1% (n = 390,000); AID 588590; also: potency is read from the fitted curve at half-maximal effect
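Fluorescent replication assay read twice, at 0 min and 10 min after adding 50 nM (final) substrate. Enzyme (10 nM) and compounds were first incubated 15 min at room temperature; enzyme-free buffer wells were negative controls.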
* marks the source's active call; other numbers are inactive results; & = joins results of further samples; [ ] = dose if it differs, or a comment. Unless noted, calls follow the shape of the dose curve; as a rule, active = well fitted curve in the direction sought with a large enough effect; inconclusive = small, poorly fitted or top-dose-only effect, or another doubt; inactive = no such curve, though single readings can be large; an effect the other way counts as inactive or inconclusive. Only part of the results is shown, so the mix of outcomes need not match the whole.

How did COc1cc(NC(=O)CS(=O)(=O)c2ccc(C)cc2)cc(OC)c1OC do in these assays?
BLM helicase inh: 1.5%; Anesthetic bind: -5.3%; Glioma ERSR ind: -1.1%; POLH inh: 3.4%; POLK inh: 2.0%; Pol beta inh: 14.1%; LDHA block: -2.9; APEX1 inh: -2.5%; Pol iota inh: 10.8%

How did O=[N+]([O-])c1cccc(/C=N/Nc2nc(N3CCOCC3)nc(N3CCOCC3)n2)c1 do in these assays?
BLM helicase inh: 1.1%; Anesthetic bind: 3.7%; Glioma ERSR ind: -1.6%; POLH inh: -17.5%; POLK inh: -7.7%; Pol beta inh: 5.8%; LDHA block: -3.8; APEX1 inh: -1.1%; Pol iota inh: 30.8%[activator]

Results for CC(C)(C)NCc1cc2ccccc2[nH]c1=O ?
BLM helicase inh: 6.4%; Anesthetic bind: -9.0%; Glioma ERSR ind: -3.9%; POLH inh: -13.7%; POLK inh: 5.8%; Pol beta inh: 16.9%; LDHA block: -2.2; APEX1 inh: 4.3%; Pol iota inh: -9.3%

What do the screens show for `S=C(Nc1ccccc1Cl)NC1CCN(Cc2ccccc2)CC1`?
BLM helicase inh: 4.0%; Anesthetic bind: 3.1%; Glioma ERSR ind: -5.0%; POLH inh: 9.3%; POLK inh: -4.5%; Pol beta inh: 11.7%; LDHA block: -6.2; APEX1 inh: 7.0%; Pol iota inh: 11.3%

What do the screens show for `CCOC(=O)c1cc(-c2cccs2)[nH]n1`?
BLM helicase inh: -2.1%; Anesthetic bind: -4.2%; Glioma ERSR ind: 19.0%; POLH inh: 2.3%; POLK inh: -10.5%; Pol beta inh: -6.7%; LDHA block: -4.2; APEX1 inh: 0.2%; Pol iota inh: 20.2%

Results for COC(=O)c1cc2oc(C)cc2n1Cc1c(C)cc(C)cc1C ?
BLM helicase inh: -3.4%; Anesthetic bind: 19.3%; Glioma ERSR ind: -2.6%; POLH inh: -21.8%; POLK inh: 7.1%; Pol beta inh: 27.7%; LDHA block: -1.3; Pol iota inh: 42.0%[activator]

Results for Cc1nc2cc(C(=O)NCCN3CCOCC3)ccc2n1-c1ccc(F)cc1F ?
BLM helicase inh: 0.1%; Anesthetic bind: 0.4%; Glioma ERSR ind: -1.1%; POLH inh: -17.8%; POLK inh: -2.0%; Pol beta inh: 8.1%; LDHA block: -3.3; APEX1 inh: 15.0%; Pol iota inh: 1.1%

How did COc1ccc(C2=C3C(=O)OCC3Cc3ncn(Cc4ccccc4)c32)cc1 (centres undefined) do in these assays?
Glioma ERSR ind: -2.6%; POLH inh: -22.8%; POLK inh: 11.0%; LDHA block: -0.4; APEX1 inh: -5.2%; Pol iota inh: 13.9%

What do the screens show for `O=C(Nc1nc2ccccc2c(=O)[nH]1)c1ccccc1SCc1ccccc1`?
BLM helicase inh: -11.2%; Anesthetic bind: -6.6%; Glioma ERSR ind: -2.5%; POLH inh: -18.2%; POLK inh: -12.8%; Pol beta inh: 19.6%; LDHA block: -6.9; APEX1 inh: inconclusive; Pol iota inh: -8.4%

Results for CCc1cc2c3c(c1)C(C)CC(C)(C)N3C(=O)/C2=C1\SC(=O)NC1=O (centres undefined) ?
BLM helicase inh: -2.9%; Anesthetic bind: 1.0%; Glioma ERSR ind: 1.0%; POLH inh: inconclusive; POLK inh: -11.4%; Pol beta inh: -11.5%; LDHA block: -8.6; APEX1 inh: inconclusive; Pol iota inh: 59.4%[activator]

How did COc1ccc(C(C)=O)cc1CSc1ccccn1 do in these assays?
BLM helicase inh: -3.4%; Anesthetic bind: -5.5%; Glioma ERSR ind: -2.0%; POLH inh: 5.1%; POLK inh: -6.2%; Pol beta inh: 35.5%; LDHA block: -0.6; APEX1 inh: -3.2%; Pol iota inh: 139.8%[activator]

How did CN(C)N=C1c2cc(S(=O)(=O)N3CCOCC3)ccc2-c2ccc(S(=O)(=O)N3CCOCC3)cc21 do in these assays?
BLM helicase inh: -2.7%; Anesthetic bind: 6.6%; Glioma ERSR ind: -5.7%; POLH inh: -18.8%; POLK inh: -6.8%; Pol beta inh: 0.4%; LDHA block: -3.6; APEX1 inh: -2.2%; Pol iota inh: -9.7%

The final two entries of the part above lead into the next.
How did COc1ccc(C(C)=O)cc1CSc1ccccn1 do in these assays?
BLM helicase inh: -3.4%; Anesthetic bind: -5.5%; Glioma ERSR ind: -2.0%; POLH inh: 5.1%; POLK inh: -6.2%; Pol beta inh: 35.5%; LDHA block: -0.6; APEX1 inh: -3.2%; Pol iota inh: 139.8%[activator]

How did CN(C)N=C1c2cc(S(=O)(=O)N3CCOCC3)ccc2-c2ccc(S(=O)(=O)N3CCOCC3)cc21 do in these assays?
BLM helicase inh: -2.7%; Anesthetic bind: 6.6%; Glioma ERSR ind: -5.7%; POLH inh: -18.8%; POLK inh: -6.8%; Pol beta inh: 0.4%; LDHA block: -3.6; APEX1 inh: -2.2%; Pol iota inh: -9.7%

Results for CC(Cc1ccccn1)NC(=O)c1ccc(OC2CCN(Cc3ccccn3)CC2)cc1 (centres undefined) ?
BLM helicase inh: 0.8%; Anesthetic bind: -6.1%; Glioma ERSR ind: -1.4%; POLH inh: -2.2%; POLK inh: -5.0%; Pol beta inh: 2.8%; LDHA block: -1.7; APEX1 inh: 10.9%; Pol iota inh: 21.9%

What do the screens show for `O=c1cc(CO)oc(C(Nc2cccc([N+](=O)[O-])c2)c2ccccn2)c1O` (centres undefined)?
BLM helicase inh: -0.2%; Anesthetic bind: -6.4%; Glioma ERSR ind: -0.2%; POLH inh: -17.8%; POLK inh: -23.1%; Pol beta inh: -1.2%; LDHA block: 0.9; APEX1 inh: -3.7%; Pol iota inh: 24.4%

Results for COc1ccc(CCNC(=S)Nc2ccc(C(C)C)cc2)cc1 ?
BLM helicase inh: -9.3%; Anesthetic bind: -5.6%; Glioma ERSR ind: -0.8%; POLH inh: -7.7%; POLK inh: -7.7%; Pol beta inh: -26.0%; LDHA block: -2.3; APEX1 inh: 3.6%; Pol iota inh: -4.7%

How did Cn1c(=O)n(CC(=O)O)c(=O)c2c1nc1n2CCCN1Cc1ccccc1 do in these assays?
BLM helicase inh: -4.6%; Anesthetic bind: -0.6%; Glioma ERSR ind: -1.7%; POLH inh: -7.9%; POLK inh: 0.3%; Pol beta inh: -14.1%; LDHA block: -0.6; APEX1 inh: 39.4%; Pol iota inh: 6.6%

Results for COc1ccc(N2CCN(C(=O)COC(=O)[C@@H](NC(=O)c3c(F)cccc3F)C(C)C)CC2)cc1 ?
Glioma ERSR ind: -0.1%; POLH inh: -10.6%; POLK inh: -7.0%; LDHA block: -1.8; Pol iota inh: -5.8%

Results for CCc1cc2c(cc3c(=O)n(CC(=O)NCc4cccc(Cl)c4)nc(CC)n32)s1 ?
BLM helicase inh: -12.7%; Anesthetic bind: -13.9%; Glioma ERSR ind: -0.7%; POLH inh: -5.3%; POLK inh: 12.2%; Pol beta inh: 3.3%; LDHA block: -4.4; Pol iota inh: 16.1%

What do the screens show for `COc1cccc(CNCc2ccco2)c1O`?
BLM helicase inh: -1.4%; Anesthetic bind: -11.1%; Glioma ERSR ind: -3.9%; POLH inh: -15.4%; POLK inh: -5.9%; Pol beta inh: 20.4%; LDHA block: -1.2; APEX1 inh: 12.1%; Pol iota inh: 46.5%

Results for Cc1onc(-c2c(Cl)cccc2Cl)c1NC(=O)NC1CCSC1 (centres undefined) ?
BLM helicase inh: -2.4%; Anesthetic bind: -0.6%; Glioma ERSR ind: -4.6%; POLH inh: -19.7%; POLK inh: -1.9%; Pol beta inh: -11.7%; LDHA block: -7.4; APEX1 inh: -6.5%; Pol iota inh: 19.8%

What do the screens show for `O=C(Nc1nc(COc2ccccc2)cs1)c1ccccc1F`?
BLM helicase inh: -8.7%; Anesthetic bind: 2.7%; Glioma ERSR ind: 1.4%; POLH inh: -7.9%; POLK inh: -1.6%; Pol beta inh: 12.5%; LDHA block: -5.2; APEX1 inh: -1.0%; Pol iota inh: -8.0%

What do the screens show for `CC1CC(C)(C)NC(=S)N1CCCC(=O)NCCc1ccc(Cl)cc1` (centres undefined)?
BLM helicase inh: -4.1%; Anesthetic bind: -5.1%; Glioma ERSR ind: -1.9%; POLH inh: -16.4%; POLK inh: -8.2%; Pol beta inh: 4.1%; LDHA block: -2.2; APEX1 inh: 28.2%; Pol iota inh: 176.4%[activator]

What do the screens show for `CCCC(=O)NC(C)C(c1cccs1)N1CCN(C)CC1` (centres undefined)?
BLM helicase inh: -2.7%; Anesthetic bind: 0.1%; Glioma ERSR ind: -3.2%; POLH inh: 7.8%; POLK inh: -3.7%; Pol beta inh: 0.7%; LDHA block: -1.9; APEX1 inh: 0.1%; Pol iota inh: 16.8%

Results for COc1ccc(NS(=O)(=O)c2ccc(-c3coc(C)n3)cc2)c(OC)c1 ?
BLM helicase inh: -0.4%; Anesthetic bind: 0.0%; Glioma ERSR ind: -1.1%; POLH inh: -13.3%; POLK inh: 0.0%; Pol beta inh: -3.8%; LDHA block: -1.5&3.3; APEX1 inh: 12.0%; Pol iota inh: -0.9%

How did O=C(Nc1ccc(NC(=O)c2cccs2)cc1)c1ccc2ccccc2c1 do in these assays?
BLM helicase inh: -4.1%; Anesthetic bind: 8.5%; Glioma ERSR ind: -3.3%; POLH inh: -1.5%; POLK inh: 3.9%; Pol beta inh: 37.4%; LDHA block: -16.3; APEX1 inh: -5.3%; Pol iota inh: 24.7%

Results for CCCC(C(=O)NCCC(C)C)N(Cc1ccccc1)C(=O)c1snc(C(N)=O)c1N (centres undefined) ?
BLM helicase inh: -3.4%; Anesthetic bind: -10.3%; Glioma ERSR ind: -5.0%; POLH inh: -13.5%; POLK inh: -9.3%; Pol beta inh: -23.3%; LDHA block: -0.3; APEX1 inh: 1.5%; Pol iota inh: 14.7%

What do the screens show for `O=C(NC1CCCCC1)N(CCO)Cc1cc2cc3c(cc2[nH]c1=O)OCCO3`?
BLM helicase inh: 0.4%; Anesthetic bind: -8.3%; Glioma ERSR ind: 1.6%; POLH inh: -8.2%; POLK inh: -4.4%; Pol beta inh: 0.6%; LDHA block: 0.0; APEX1 inh: -0.7%; Pol iota inh: 1.9%
